Vif-APOBEC3G blk = Vif-A3G binding inhibition. Potency, µM (titrated, usually from 46.1 µM), for inactives: at the highest dose activity, negative = active, most hits filed as inhibitors. HeLa A3G-eYFP + Vif (tagged APOBEC3G with the HIV-1 protein that degrades it), YFP fluorescence, overnight. hit rate 0.076% among 410,000. AID 602310;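 note: % is set by controls: 0 for no effect and ±100 for the full control effect; nearly all actives have a fitted effect of over 60% in size; hits raise eYFP signal because A3G escapes Vif-driven loss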
Target sequence (Q9HC16 whole entry, looked up): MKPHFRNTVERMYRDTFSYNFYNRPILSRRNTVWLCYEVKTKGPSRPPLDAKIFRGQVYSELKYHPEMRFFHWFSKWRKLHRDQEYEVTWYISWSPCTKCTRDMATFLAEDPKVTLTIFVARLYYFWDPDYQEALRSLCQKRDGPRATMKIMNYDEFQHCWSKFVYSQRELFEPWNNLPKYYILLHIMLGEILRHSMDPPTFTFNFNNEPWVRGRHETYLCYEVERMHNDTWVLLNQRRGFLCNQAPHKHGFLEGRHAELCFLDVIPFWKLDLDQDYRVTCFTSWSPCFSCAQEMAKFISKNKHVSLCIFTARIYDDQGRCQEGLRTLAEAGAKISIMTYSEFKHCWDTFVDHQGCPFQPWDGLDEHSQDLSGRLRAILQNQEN
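HeLa cells stably expressing Vif and C-terminally eYFP-tagged A3G, seeded overnight at 37 deg C, then exposed to compound by pintool overnight at 37 deg C. Rise in yellow fluorescence (Ex 488/Em 500-530, Acumen) marks blocked Vif-driven A3G degradation.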
USP1-UAF1 inh = USP1/UAF1 (human) deubiquitinase inhibition | hit rate 0.23% among 390,000 | AID 743255 | recombinant USP1/UAF1, Ub-Rhodamine cleavage fluorescence | Potency, µM (series often up to 57.1 µM), without a hit: at the top dose activity change, negative = inhibition, actives largely listed as inhibitors; note: % is set by controls: 0 for no effect and ±100 for the full control effect; nearly all actives have a fitted effect of over 60% in size; inactives centre near -12
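USP1/UAF1 complex (1 nM) preincubated 15 min at room temperature with compound, then Ub-Rho substrate (150 nM final) added. Kinetic fluorescence at 480/540 nm over 6 reads at 60 s intervals; 50 mM HEPES pH 7.8, 0.5 mM EDTA, 0.1 mg/ml BSA, 1 mM TCEP, 0.01% Tween-20.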
TrxR1 substrate = is turned over as a substrate by rat TrxR1; hit rate 0.01% among 390,000; O89049; purified TrxR1 substrate turnover, NADPH consumption readout; AID 588456; Potency, µM (doses to about 114 µM), without a hit: at the top dose activity change, negative = substrate turnover; note: % is set by controls: 0 for no effect and ±100 for the full control effect; nearly all actives have a fitted effect of over 50% in size
Target sequence (O89049 whole entry, looked up): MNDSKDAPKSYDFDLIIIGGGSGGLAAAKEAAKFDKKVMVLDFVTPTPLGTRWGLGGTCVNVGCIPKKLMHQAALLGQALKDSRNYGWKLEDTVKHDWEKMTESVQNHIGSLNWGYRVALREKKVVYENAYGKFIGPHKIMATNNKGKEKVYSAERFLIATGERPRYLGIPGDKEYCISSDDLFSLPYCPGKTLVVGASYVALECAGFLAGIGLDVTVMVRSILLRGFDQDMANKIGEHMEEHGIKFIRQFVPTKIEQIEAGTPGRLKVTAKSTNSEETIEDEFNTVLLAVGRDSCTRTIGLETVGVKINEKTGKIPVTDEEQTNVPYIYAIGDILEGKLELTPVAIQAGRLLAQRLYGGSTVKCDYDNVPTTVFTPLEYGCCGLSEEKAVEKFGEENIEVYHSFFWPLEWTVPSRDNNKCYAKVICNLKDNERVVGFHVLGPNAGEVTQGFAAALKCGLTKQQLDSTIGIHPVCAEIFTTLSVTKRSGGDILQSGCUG
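Rat TrxR1, dispensed at 90 nM, was prereduced with 400 uM NADPH (final) for 5 min at ~22 deg C, then incubated with compound 15 min before 400 uM selenite. A first-read NADPH fluorescence drop versus no-compound background flagged substrates.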
Vif-APOBEC3F blk = blocks the Vif interaction with APOBEC3F. hit rate 0.2% among 390,000. Potency, µM (top dose mostly 46.1 µM), for the others: at the highest dose activity, negative = active. HeLa A3F-eYFP + Vif (tagged APOBEC3F with the HIV-1 protein that degrades it), YFP fluorescence increase; note: % of control where 0% means no effect; nearly all actives have a fitted effect of over 65% in size
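HeLa cells stably expressing Vif plus C-terminally eYFP-tagged A3F were seeded, incubated overnight at 37 deg C, dosed with compound, incubated overnight again at 37 deg C. Yellow fluorescence (Ex 488/Em 500-530) reported blocked Vif-mediated A3F-eYFP degradation.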
RGS4 inhibitor = human RGS4 inhibition. P49798. Transcreener GDP fluorescence polarization, RGS4-accelerated GTP hydrolysis. Potency, µM (series often up to 114 µM), for inactives: top-dose activity change, negative = inhibition, hits mostly inhibitors. hit rate 0.039% among 390,000. AID 504845; note: % is set by controls: 0 for no effect and ±100 for the full control effect; nearly all actives have a fitted effect of over 75% in size; some results filed as inactive show a strong effect at the top dose
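MLSMR compounds (23 nl, pin-transferred) preincubated 10 min at room temperature with a 500nM (2x) first reagent, then RGS4 at 900nM (2x) plus Transcreener GDP mix added; fluorescence polarization (620/688 nm) read before and after 90 min at 30 °C.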
rTrxR1 inhibitor = inhibitors of rat thioredoxin reductase 1; O89049; recombinant rTrxR1, NADPH fluorescence consumption, selenite substrate; Potency, µM (titrated, usually from 114 µM), without a hit: top-dose activity change, negative = inhibition, actives largely listed as inhibitors; hit rate 1% among 390,000; AID 588453; note: % is set by controls: 0 for no effect and ±100 for the full control effect; nearly all actives have a fitted effect of over 65% in size
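Rat TrxR1 (90 nM in the dispensed reagent) was pre-reduced with 400 uM NADPH for 5 min at room temperature, then incubated with compound for 15 min. After 400 uM selenite was added, NADPH fluorescence (Ex 340/Em 450 nm) was followed for 8 min.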
mIDH1 inhibitor = inhibitors of human mutant IDH1 R132H. O75874. IDH1-R132H enzyme, NADPH consumption, diaphorase/resazurin fluorescence. Potency, µM (titrated, usually from 76.6 µM), for the others: at the highest dose activity change, negative = inhibition, actives largely listed as inhibitors. hit rate 0.093% among 390,000; note: % is set by controls: 0 for no effect and ±100 for the full control effect; nearly all actives have a fitted effect of over 65% in size
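IDH1-R132H (0.5 ug/mL dispensed) in pH 7.5 Tris buffer was preincubated 30 min with compound, then given a substrate mix of 0.016 mM NADPH and 2 mM alpha-KG for 80 min at room temperature; remaining NADPH was read by diaphorase/resazurin fluorescence.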
ALOX12 inh = blocks human arachidonate 12S-lipoxygenase. purified 12hLO, xylenol orange hydroperoxide absorbance. Potency, µM (highest dose often 108 µM), for inactives: at the highest dose activity change, negative = inhibition, actives largely listed as inhibitors. hit rate 1.1% among 580,000; note: % is set by controls: 0 for no effect and ±100 for the full control effect
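Purified human 12hLO (150 nM final) in 25 mM Hepes, 0.01% Triton X-100, pH 7.0 was preincubated 15 min at room temperature with compound. Then 40 uM arachidonic acid was added, 30 min. Hydroperoxide was read by Fe-XO absorbance ratio 573/405 nm.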
RXFP1 agonist = activates the human relaxin receptor RXFP1. Q9HBX9. HEK293T-RXFP1 cAMP TR-FRET, 30 min; response scale: percent of porcine relaxin response, buffer zero. Potency, µM (highest dose often 57.5 µM), without a hit: at the top dose activation, actives largely listed as activators. hit rate 0.3% among 370,000. AID 2676; note: % is set by controls: 0 for no effect and ±100 for the full control effect; nearly all actives have a fitted effect of over 60% in size; many of its hits are not listed in these tables
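HEK293T cells stably expressing RXFP1 were pretreated with the PDE4 inhibitor Ro 20174, exposed to compounds for 30 min at 37C, lysed, and cAMP was read by TR-FRET. Data normalized to buffer (basal) and 29 nM porcine relaxin (100%).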
Starred values were filed as active, the others as inactive; ? = inconclusive; . = not tested or not shown; & = joins results of further samples; [ ] = dose if it differs, or a comment. Calls come from the whole dose curve; as a rule, active = well fitted curve in the direction sought with a large enough effect; inconclusive = small, poorly fitted or top-dose-only effect, or another doubt; inactive = no such curve, though single readings can be large; an effect the other way counts as inactive or inconclusive. Potency is the fitted concentration of half-maximal effect. This is a subset (hit frequency here may not be typical).

compound,ALOX12 inh,RGS4 inhibitor,RXFP1 agonist,USP1-UAF1 inh,TrxR1 substrate,Vif-APOBEC3G blk,rTrxR1 inhibitor,Vif-APOBEC3F blk,mIDH1 inhibitor
COC(=O)c1ccccc1S(=O)(=O)N1CCC(C(=O)NC2=NCCS2)CC1,375.2%[activator],-16.4%,1.6%,0.1%,-2.9%,-5.7%,5.7%,3.3%,-14.9%
O=C(Nc1nc2ccccc2s1)c1cc(-c2ccccc2)nn1-c1ccccc1,2.5%,-0.9%,0.4%,-14.9%,27.1%,8.0%,30.0%,2.2%,-0.8%
CCCCN(CC)C(=O)C1CCCN(S(=O)(=O)c2cccc3nsnc23)C1 (stereo not given),3.3%,2.5%,1.4%,-18.2%,0.9%,-1.1%,4.6%,8.9%,6.3%
CCOC(=O)c1sc(NC(=O)CN(CC(C)C)CC(C)C)c(C(=O)OCC)c1C,0.0%,-28.7%,0.8%,-16.5%,0.8%,-2.0%,19.1%,5.2%,-1.4%
O=C(CCNC(=O)Cn1ccc2ccccc2c1=O)NCCN1CCN(c2ccccc2F)CC1,-9.0%,-16.1%,.,-11.8%,-3.9%,2.0%,-11.4%,-7.8%,2.5%
COc1ccc(C/C(C)=N/NC(=S)Nc2ccc(C(C)C)cc2)cc1,?,-17.4%,-0.5%,-23.3%,-3.8%,-1.6%,-28.3%,3.7%,0.4%
CCOc1ccc(NC(=O)CSc2nc(C)cc(C)n2)cc1,-4.1%,-14.9%,1.9%,-16.5%,9.5%,1.2%,20.1%,6.4%,-10.7%
CCc1cc(-c2[nH]ncc2-c2ccc3c(c2)OCO3)c(O)cc1O,?,-12.0%,0.0%,-5.8%,3.2%,-3.3%,15.5%,-4.7%,14.3%
COC(=O)[C@]1(C)N[C@H](CN(C)C(=O)Nc2ccc(OC)cc2)[C@@H]2C(=O)N(Cc3ccccc3)C(=O)[C@@H]21,-4.8%,-25.1%,.,-29.1%,0.6%,0.7%,10.2%,1.2%,9.4%
Cn1c(=O)c2c(nc(N/N=C3\CCCc4ccccc43)n2Cc2ccc(F)cc2)n(C)c1=O,-4.5%,-12.2%,5.2%,-7.9%,-6.0%[57.1 µM],-0.7%,-11.9%[57.1 µM],-11.5%,0.5%
CC(C)OC(=O)c1cccnc1SCc1cc(=O)n2ccccc2n1,-30.3%,18.0%,5.8%,2.0%,5.3%[57.1 µM],-0.8%,6.0%,-1.6%,-4.2%
CNC(=O)C1CCN(C(=O)N2CC(C)Oc3ccc(C)cc32)CC1 (stereo not given),-1.0%,-2.4%,1.3%,4.0%,1.3%,4.3%,26.3%,6.6%,-8.3%
Cn1c(Cn2nnc3ccccc32)nnc1SCC(=O)N1c2ccccc2CCc2ccccc21,-7.9%[57.4 µM],6.7%,0.9%,-8.6%,1.6%,-3.2%,-2.7%,-0.6%,2.4%
COc1ccc(CCN(C)C(=O)c2cc(=O)c3ccccc3o2)cc1OC,6.7%,-0.1%,-1.5%,-2.8%,7.8%[57.1 µM],0.7%,-4.2%,4.9%,12.8%
COc1ccc(-c2ccc(=O)n(CC(=O)Nc3ccc(Br)cc3F)n2)cc1,?,-6.5%,6.6%,-11.9%,2.1%[57.1 µM],1.2%,20.1%[57.1 µM],-13.4%,-3.7%
CN(C(=O)c1cccc(NC(=O)Cc2ccc(NC(=O)C3CCCN(C(=O)C4CC4)C3)cc2)c1)C1CC1 (stereo not given),0.1%,19.1%,.,-4.6%,-8.3%,0.5%,-8.0%,3.9%,-12.2%
Cc1ccc2cc(C(c3nnnn3Cc3ccccc3)N3CCN(c4ccccc4)CC3)c(=O)[nH]c2c1 (stereo not given),?,7.9%,3.1%,-25.0%,6.2%,0.6%,11.5%,-4.7%,2.4%
C#CCN1N=C(c2ccc(C)cc2)CSC1=O,6.3%,20.3%,.,-8.7%,-8.6%,0.2%,-5.0%,5.6%,1.7%
CSCCCN1CCCC(CO)(Cc2ccccc2F)C1 (stereo not given),7.2%,9.3%,0.6%,5.5%,-9.2%,-0.4%,-10.4%,-7.2%,-3.5%
CC(=O)Nc1nn(C)c2nc3ccc(C)cc3cc12,.,2.3%,0.4%,-24.7%,-3.8%[2.29 µM],-7.0%,-2.1%[2.29 µM],-10.1%,0.0%
CCOC(=O)c1sc2nc(C)nc(SCC(=O)NC3CCS(=O)(=O)C3)c2c1C (stereo not given),-21.9%,-11.8%[56.9 µM],?,-18.2%,0.5%,0.1%,8.0%,10.7%,4.0%
Cc1ccc(S(=O)(=O)N(C)CC(=O)NNC(=O)CCNS(=O)(=O)c2cccc(C)c2)cc1,6.5%,5.0%,.,-10.2%,-1.6%,1.8%,9.9%,12.7%,1.0%
CC(S(=O)(=O)c1ccccc1)S(=O)(=O)c1ccccc1,11.8%,.,.,-25.2%,.,0.2%,.,1.4%,-1.4%
Cc1ccc2cc(C#N)c(SCc3nnc(-c4ccccc4[N+](=O)[O-])o3)nc2c1,-8.9%,6.0%,-1.1%,7.7%,-3.5%,-1.6%,7.9%,-9.8%,2.7%
Cc1cccc2cc(C(c3nnnn3C(C)(C)C)N(Cc3ccco3)CC3CCCO3)c(=O)[nH]c12 (stereo not given),-18.8%,-13.6%,3.4%,-7.1%,-0.8%,-1.3%,-24.2%,-2.5%,11.5%
O=C(Nc1ccc2c(c1)CCC2)c1cnn2c1NC(=C1CC1)C=C2C(F)F,.,25.1%,.,.,-6.9%,0.3%,-1.1%,.,.
C=CCn1c(-c2cccnc2)n[nH]c1=S,-22.3%,-47.3%,4.0%,-7.1%,1.7%,-1.6%,-24.0%,-10.1%,5.8%
COc1ccccc1CC(=O)NC1CC(C)(C)NC(C)(C)C1,?,-6.0%,1.5%,-14.0%,11.9%,-3.6%,13.2%,1.1%,1.6%
O=C(NNC(=O)c1ccccc1-n1cccc1)c1ccccc1,12.7%,24.3%,1.3%,-10.1%,9.6%[57.1 µM],-0.5%,9.8%[57.1 µM],1.6%,4.4%
CCOC(=O)c1c(C)n(C)c2ccc(OCC(O)CN3CCCCCC3)cc12 (stereo not given),6.2%,-0.5%,-0.3%,?,9.3%,4.2%,17.1%,0.2%,16.3%
CCN(Cc1ccccc1)c1c(C(=O)O)cnc2c1cnn2C,-9.4%,27.5%,1.5%,-22.4%,-8.6%,-2.8%,-6.6%,18.6%,5.3%
COc1ccccc1CN1CC(C(=O)NCc2ncccc2C)CCC1=O (stereo not given),0.0%,9.3%,2.7%,-5.5%,-4.0%,-0.1%,15.8%,-6.7%,-7.5%
O=C(Nc1ccc2nsnc2c1)c1ccc2c(c1)OCO2,?,-22.2%,3.5%,-21.2%,11.8%,-4.7%,19.1%,7.5%,3.4%
Cc1cc(/C=C2\SC(=S)N(C)C2=O)c(C)n1-c1cccc(O)c1,?,-28.1%[11.4 µM],1.3%,-23.9%,-0.9%,-11.7%,-6.7%,?,-4.7%
O=C(COc1ccccc1)Nc1nnc(-c2ccc(Cl)s2)o1,-0.1%,0.7%,0.4%,-17.7%,5.6%,-1.1%,-19.5%,?,-20.0%
CC1CCN(C(=O)c2ccc(N(C)S(C)(=O)=O)cc2)CC1,5.9%&13.5%,-22.5%,0.9%,-19.0%,-6.4%[57.1 µM],1.1%,15.6%[57.1 µM],7.6%,9.0%
COc1ccc(/C=C/CN2CCN(Cc3ccc(F)cc3)C(CCO)C2)cc1 (stereo not given),-1.8%,-11.2%,-0.2%,-15.4%,-4.3%,1.6%,8.3%,-0.4%,-7.0%
CCCCOC(=O)C1=C(N)N2C(=O)C(C)SC2=C(C(=O)OCC)C1c1ccc(O)c(OC)c1 (stereo not given),35.5%[activator],-1.2%,1.0%,-3.3%,-13.5%,-2.5%,-13.0%,-22.6%,-25.7%

Some of the entries so far, as labelled records.
Cc1cc(/C=C2\SC(=S)N(C)C2=O)c(C)n1-c1cccc(O)c1
  ALOX12 inh: ?
  RGS4 inhibitor: -28.1%[11.4 µM]
  RXFP1 agonist: 1.3%
  USP1-UAF1 inh: -23.9%
  TrxR1 substrate: -0.9%
  Vif-APOBEC3G blk: -11.7%
  rTrxR1 inhibitor: -6.7%
  Vif-APOBEC3F blk: ?
  mIDH1 inhibitor: -4.7%

O=C(COc1ccccc1)Nc1nnc(-c2ccc(Cl)s2)o1
  ALOX12 inh: -0.1%
  RGS4 inhibitor: 0.7%
  RXFP1 agonist: 0.4%
  USP1-UAF1 inh: -17.7%
  TrxR1 substrate: 5.6%
  Vif-APOBEC3G blk: -1.1%
  rTrxR1 inhibitor: -19.5%
  Vif-APOBEC3F blk: ?
  mIDH1 inhibitor: -20.0%

Source: PubChem BioAssay (National Center for Advancing Translational Sciences (NCATS))
